# TrxR1 substrate: substrates of rat thioredoxin reductase 1 | O89049 | purified TrxR1 substrate turnover, NADPH consumption readout | Potency, µM (titrated, usually from 114 µM), inactives show at the top dose activity change, negative = substrate turnover | hit rate 0.01% among 390,000; further: potency means the concentration at half of the fitted maximal effect; on the % scale 0 is the no-effect control and ±100 the full control effect; nearly all actives have a fitted effect of over 50% in size
#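 Rat TrxR1, dispensed at 90 nM, was prereduced with 400 uM NADPH (final) for 5 min at ~22 deg C, then incubated with compound 15 min before 400 uM selenite. A first-read NADPH fluorescence drop versus no-compound background flagged substrates.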
# TRHR ag: TRH receptor (human) agonism; AID 493084; TRHR cells, calcium flux fluo-8, FDSS agonist mode; activation, % at 2 µM; hit rate 0.18% among 360,000; P34981; in the data active means activation above about 30%; further: 0% is about no effect
# Target sequence (P34981 whole entry, looked up): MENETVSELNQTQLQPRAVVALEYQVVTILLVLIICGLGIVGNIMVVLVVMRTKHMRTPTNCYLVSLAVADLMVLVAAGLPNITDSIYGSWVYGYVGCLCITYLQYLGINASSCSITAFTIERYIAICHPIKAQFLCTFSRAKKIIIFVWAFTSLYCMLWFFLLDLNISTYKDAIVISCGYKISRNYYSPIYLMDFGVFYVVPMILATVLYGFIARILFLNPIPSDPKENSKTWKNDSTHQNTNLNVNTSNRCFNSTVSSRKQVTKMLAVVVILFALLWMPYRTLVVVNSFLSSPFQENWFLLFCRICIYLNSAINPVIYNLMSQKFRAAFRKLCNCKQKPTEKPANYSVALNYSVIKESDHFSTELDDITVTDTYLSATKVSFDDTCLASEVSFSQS
#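 Read-out: compound-evoked intracellular calcium rise in TRHR cells, fluo-8 dye, kinetic FDSS fluorescence at 1 s/cycle following a 10-cycle baseline. Cells cultured overnight before dye loading (30 min–1.5 h, RT).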
# D2 agonist: agonists of human D2 dopamine receptor; P14416; HEK293 T-REx D2 cells, calcium flux agonist mode; activation, % at 2 µM; hit rate 0.53% among 340,000; AID 485358;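 active means activation over 3 SD above normal in the single-dose calcium agonist read, cut at about 30% in these data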; further: 0% is about no effect
#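 Agonism scored from kinetic calcium signal (1 read/sec, 180 s) following compound pin transfer, after a 10 s baseline. Cells: HEK293 Trex line expressing inducible D2 receptor coupled to calcium, dye-loaded after overnight culture at 30 C.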
# TRHR enhancer: allosteric enhancers of human TRH receptor | P34981 | AID 493056 | enhancement, % at 2 µM | hit rate 0.66% among 360,000 | TRHR cells, fluo-8 calcium fluorescence, EC20 TRH enhancement; in the data active means enhancement above about 30%; further: 0% is about no effect
#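 Enhancer read-out: after compound pinning and an initial kinetic agonist-mode read, an EC20 of TRH (10 nM final) was injected and fluo-8 calcium signal (Ex 480/Em 530) followed at 1 s/cycle for 100 cycles in TRHR-expressing cells.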
# USP1 inh: inhibitors of human USP1/UAF1 deubiquitinase. AID 743255. Potency, µM (top dose mostly 57.1 µM), inactives show top-dose activity change, negative = inhibition, actives largely listed as inhibitors. recombinant USP1/UAF1, Ub-Rhodamine cleavage fluorescence. hit rate 0.23% among 390,000; further: potency means the concentration at half of the fitted maximal effect; on the % scale 0 is the no-effect control and ±100 the full control effect; nearly all actives have a fitted effect of over 60% in size; inactives centre near -12
#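 In this screen, compounds sit with the deubiquitinase complex (1nM) for 15 min at room temperature before Ub-Rho is added at 150nM final. Fluorescence rise is then followed for 6 reads every 60 seconds.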
# D2 antag: D2 dopamine receptor (human) antagonism. P14416. HEK293 TREx D2 cells, calcium flux, dopamine EC80. inhibition, % at 10 µM. hit rate 2% among 340,000; in the data active means inhibition above about 30%; further: 0% is about no effect
#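 Tetracycline-induced HEK293 T-REx cells expressing D2 force-coupled to calcium signalling were dye-loaded, exposed to compound for 180 s, then challenged with an EC80 of dopamine; calcium flux was followed kinetically for a further 180 s.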
# rTrxR1 inhibitor: rat TrxR1 inhibition. Potency, µM (highest dose often 114 µM), for inactives: at the top dose activity change, negative = inhibition, most hits filed as inhibitors. recombinant rTrxR1, NADPH fluorescence consumption, selenite substrate. O89049. hit rate 1% among 390,000. AID 588453; further: potency means the concentration at half of the fitted maximal effect; on the % scale 0 is the no-effect control and ±100 the full control effect; nearly all actives have a fitted effect of over 65% in size
#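 Rat TrxR1 (90 nM in the dispensed reagent) was pre-reduced with 400 uM NADPH for 5 min at room temperature, then incubated with compound for 15 min. After 400 uM selenite was added, NADPH fluorescence (Ex 340/Em 450 nm) was followed for 8 min.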
# mIDH1 inhibitor: blocks human mutant IDH1 R132H enzyme. O75874. IDH1-R132H enzyme, NADPH consumption, diaphorase/resazurin fluorescence. Potency, µM (doses to about 76.6 µM), for inactives: top-dose activity change, negative = inhibition, most hits filed as inhibitors. hit rate 0.093% among 390,000. AID 602179; further: potency means the concentration at half of the fitted maximal effect; on the % scale 0 is the no-effect control and ±100 the full control effect; nearly all actives have a fitted effect of over 65% in size
# Target sequence (O75874 whole entry R132H, stated change not applied): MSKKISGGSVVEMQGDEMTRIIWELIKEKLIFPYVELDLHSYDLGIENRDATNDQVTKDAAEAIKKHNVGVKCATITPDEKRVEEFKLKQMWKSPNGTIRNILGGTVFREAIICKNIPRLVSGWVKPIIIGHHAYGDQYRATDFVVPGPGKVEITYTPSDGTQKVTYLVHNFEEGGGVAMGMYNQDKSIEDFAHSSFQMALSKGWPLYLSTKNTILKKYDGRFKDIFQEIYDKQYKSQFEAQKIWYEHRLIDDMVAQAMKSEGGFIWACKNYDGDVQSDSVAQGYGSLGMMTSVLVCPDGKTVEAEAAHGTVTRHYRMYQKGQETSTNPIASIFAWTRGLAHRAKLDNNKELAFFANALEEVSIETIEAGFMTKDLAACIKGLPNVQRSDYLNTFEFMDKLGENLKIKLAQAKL
#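 IDH1-R132H (0.5 ug/mL dispensed) in pH 7.5 Tris buffer was preincubated 30 min with compound, then given a substrate mix of 0.016 mM NADPH and 2 mM alpha-KG for 80 min at room temperature; remaining NADPH was read by diaphorase/resazurin fluorescence.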
# PI4K2A inh: blocks human PI4K2A kinase activity | Q9BTU6 | purified PI4K2A, ADP-Glo luminescence, 1 h; active compounds read low | activity change, negative = inhibition, % at 76.9 µM | hit rate 0.13% among 420,000 | AID 1346378; in the data active means activity change below about -50%; inconclusive means mostly about -30% to -49%;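 further: -100% = wells without enzyme as full effect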
#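 ADP-Glo luminescence measured ADP generated by PI4K2A enzyme (4 ug/mL before mixing) with 1.2 mM PI substrate (pre-mix) and 300 microM ATP (pre-mix). Tris pH7.5 buffer with MgCl2, Triton X-100; 1 h reaction at ambient temperature.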
# * marks the source's active call; other numbers are inactive results; ? = inconclusive; / = not tested or not shown; [ ] = another dose, or the depositor's remark. Unless noted, the call rests on the fitted dose curve; in most records, active means well fitted inhibition curve with a large enough effect; inconclusive means small, poorly fitted or top-dose-only effect; inactive means no such curve, though single readings can be large or run the other way.
# Assay codes – A = TrxR1 substrate; B = TRHR ag; C = D2 agonist; D = TRHR enhancer; E = USP1 inh; F = D2 antag; G = rTrxR1 inhibitor; H = mIDH1 inhibitor; I = PI4K2A inh
SMILES: O=C(CSc1ccc2nnc(-c3ccc(F)cc3)n2n1)NCC1CCCO1 (stereo unspecified)
  A: 30%; B: -0.3; C: 3.2; D: -8; E: 6%; F: -5; G: 31%; H: 6%; I: -1
SMILES: CCOc1ccccc1C(C(=O)NC1CCCCC1)N(C(=O)c1csnn1)C1CC1 (stereo unspecified)
  A: -1%; B: -0.9; C: -0.4; D: 5; E: -11%; F: 11; G: 7%; H: -12%; I: -5
SMILES: CCn1c(SCC(=O)Nc2nc(C)c(C)s2)nnc1-c1cccs1
  A: 7%[11.4 µM]; B: -0.9; C: -0.3; D: -7; E: 1%; F: 14; G: 2%[11.4 µM]; H: -3%; I: 1
SMILES: COC(=O)C1=C(N)OC2=C(C(=O)CC(C)(C)C2)C1c1cccnc1 (stereo unspecified)
  A: 10%[57.1 µM]; B: 0.4; C: 0.9; D: -1; E: 11%; F: -5; G: 17%[57.1 µM]; H: 1%; I: 6
SMILES: COC(=O)C(CCSC)NC(=O)CNS(=O)(=O)c1ccc(Br)cc1 (stereo unspecified)
  A: 1%; B: -0.2; C: 0.0; D: 1; E: -5%; F: 16; G: 2%; H: 0%; I: 0
SMILES: COc1cccc(NC(=O)Nc2ccc3c(c2)N(C)C(=O)CS3)c1
  A: -3%; B: 0.0; C: 0.7; D: -5; E: -9%; F: -4; G: -9%; H: 3%; I: -5
SMILES: CCNc1ccc(S(=O)(=O)NCCN(C)C)cc1[N+](=O)[O-]
  A: -4%; B: -1.5; C: 0.5; D: 24; E: 4%; F: 18; G: 18%; H: -7%; I: 0
SMILES: CC(C)C[C@H](NC(=O)OC(C)(C)C)C(=O)NCC1CCC(C(=O)N[C@@H](Cc2ccccc2)C(=O)O)CC1 (stereo partly specified)
  A: -1%; B: -0.5; C: 0.5; D: 0; E: 4%; F: 6; G: 17%; H: -8%; I: 5
SMILES: CC(C)CCc1noc(CN(CC2CCC2)CC2CCCO2)n1 (stereo unspecified)
  A: -7%; B: -2.3; C: -3.7; D: -5; E: -7%; F: -6; G: -8%; H: -8%; I: 9
SMILES: COc1cccc2c(=O)cc(C)n(CC(=O)Nc3ccc(Br)cc3)c12
  A: 5%; B: 0.0; C: -0.9; D: -3; E: -20%; F: 7; G: 14%; H: 1%; I: 5
SMILES: CCOc1cc(C(=O)NCC(=O)N/N=C/c2sccc2C)cc(OCC)c1OCC
  A: -6%; B: -1.4; C: -0.3; D: -2; E: -5%; F: 4; G: 3%; H: -2%; I: -3
SMILES: O=C(O)CC1SC(=Nc2cccc(O)c2)NC1=O (stereo unspecified)
  A: 3%; B: 0.2; C: 0.1; D: 20; E: -1%; F: -2; G: 4%; H: -2%; I: -8
SMILES: COc1ccc(-c2nc(SCC(=O)NCC3CCCO3)c(-c3ccc(Cl)cc3)[nH]2)cc1 (stereo unspecified)
  A: -4%; B: 0.3; C: 1.4; D: 1; E: -10%; F: /; G: 3%; H: 32%[activator]; I: -3
SMILES: N=C1C(c2nc3ccccc3c(=O)[nH]2)=C(O)CN1c1ccccc1
  A: /; B: -0.6; C: 0.2; D: 10; E: /; F: -21; G: /; H: /; I: /
SMILES: COc1ccc(-c2nnc3ccc(SC)nn23)cc1
  A: -2%; B: -0.9; C: -1.0; D: 17; E: 3%; F: -1; G: 3%; H: 8%; I: 6
SMILES: Cn1c(SCc2ccccc2Cl)nc(=O)c2c1NC(=O)CC2c1cc(F)ccc1F (stereo unspecified)
  A: 1%; B: -0.4; C: -1.5; D: -7; E: 0%; F: /; G: 11%; H: -16%; I: -2
SMILES: COc1ccc(N=c2cc(-c3ccc(O)cc3)oc3ccccc23)cc1
  A: -5%; B: 0.3; C: /; D: 3; E: ?; F: /; G: 2%[57.1 µM]; H: 2%; I: -18
SMILES: COc1ccc(C2CC(=O)c3cc(-c4nc(-c5ccc(C)cc5)cs4)c(=O)[nH]c3C2)cc1 (stereo unspecified)
  A: 3%; B: 1.8; C: 2.4; D: 6; E: -9%; F: /; G: 3%; H: 2%; I: -10
SMILES: O=C(NCC1OCCc2ccccc21)c1ccc(NC(=O)c2ccccc2Cl)cc1 (stereo unspecified)
  A: 8%; B: 0.8; C: -0.6; D: -2; E: -10%; F: 4; G: 10%[57.1 µM]; H: -8%; I: 8
SMILES: O=C(NN1C(=O)C2C3C=CC(C3)C2C1=O)c1ccncc1 (stereo unspecified)
  A: 12%[57.1 µM]; B: 1.0; C: 0.6; D: 1; E: -10%; F: -4; G: 13%[57.1 µM]; H: 4%; I: 3
SMILES: O=C(OCC(=O)N1CCc2ccccc21)c1ccccn1
  A: 5%; B: -0.8; C: -0.9; D: 23; E: -10%; F: 3; G: 37%[activator]; H: -5%; I: 4
SMILES: CC(C#N)Sc1nnc(Nc2ccccc2)s1 (stereo unspecified)
  A: 0%; B: 0.3; C: -0.2; D: 24; E: -20%; F: 1; G: 19%; H: -5%; I: 1
SMILES: CC(C)(C)c1ccc(OCc2nnc(-c3ccccc3)o2)cc1
  A: 2%; B: 0.9; C: -0.3; D: -2; E: -23%; F: /; G: 18%; H: 17%; I: -2
SMILES: Cc1ccc(/C=C(\C#N)c2nc(-c3cc4c(ccc5ccccc54)oc3=O)cs2)cc1
  A: 3%; B: -1.0; C: -0.1; D: -2; E: 4%; F: /; G: 8%; H: 8%; I: -1
SMILES: CCOC(=O)CSc1nnc(Cc2ccccc2)n1-c1cccc(Cl)c1
  A: 2%; B: -0.8; C: 0.9; D: -8; E: -12%; F: -3; G: 16%; H: 13%; I: -3

# Assay codes – A = TrxR1 substrate; B = TRHR ag; C = D2 agonist; D = TRHR enhancer; E = USP1 inh; F = D2 antag; G = rTrxR1 inhibitor; H = mIDH1 inhibitor; I = PI4K2A inh
SMILES: Cc1cccc(CSc2nnc(CCCCCN)o2)c1
  A: 8%[11.4 µM]; B: 3.5; C: 0.3; D: -2; E: -23%; F: /; G: 2%; H: -1%; I: -6
SMILES: N#Cc1cccc(-n2nnnc2-c2ccccn2)c1
  A: 14%[57.1 µM]; B: 0.4; C: 0.4; D: -3; E: -2%; F: -13; G: 27%[57.1 µM]; H: 2%; I: -2
SMILES: CC(=O)/C=C/c1ccccc1Oc1c(F)c(F)nc(F)c1F
  A: 0%; B: -0.3; C: -0.5; D: -2; E: -11%; F: -23; G: 11%; H: 16%; I: 0
SMILES: CCC1(C)Cc2c(sc3nc(SC)nc(N)c23)CO1 (stereo unspecified)
  A: -1%; B: 0.3; C: -0.3; D: -1; E: -13%; F: 10; G: 12%; H: 5%; I: 3
SMILES: COc1cc(CNCc2ccncc2)cc(Br)c1OCc1ccccc1F
  A: -2%; B: -0.9; C: 0.4; D: 4; E: -6%; F: -10; G: 12%; H: 15%; I: 4
SMILES: CCCCOc1ccc(CSC2=NCCN2)cc1[N+](=O)[O-]
  A: 0%; B: 3.2; C: 5.4; D: -2; E: 0%; F: 3; G: 19%; H: 5%; I: 0
SMILES: S=C1NCN(C2CCCCC2)CN1c1ccccc1
  A: 7%; B: -0.5; C: -0.7; D: 1; E: -11%; F: 4; G: 3%; H: -6%; I: -3
SMILES: COc1ccc(-c2nnc(NC(=O)C3=COCCO3)o2)cc1
  A: -1%; B: -0.1; C: -0.5; D: 24; E: -5%; F: 9; G: 5%; H: -1%; I: -6
SMILES: Cc1noc(C)c1CSc1ncnc2sc3c(c12)CCC3
  A: /; B: 0.0; C: 0.2; D: -2; E: /; F: -21; G: /; H: /; I: /
SMILES: CC(=O)Nc1ccc(NC(=O)Cn2c(=O)n(-c3ccc(F)cc3)c(=O)c3oc4ccccc4c32)cc1
  A: 6%; B: 0.2; C: 0.0; D: -3; E: -19%; F: -1; G: 10%; H: -8%; I: -8
SMILES: COc1ccccc1C(=O)Nc1ccc2c(c1)C(=O)NC2=O
  A: 48%[activator]; B: -1.2; C: 0.5; D: 4; E: -25%; F: 9; G: 22%; H: 10%; I: -13
SMILES: COc1ccc(S(=O)(=O)Nc2cc3c4c(c2)CCC(=O)N4CCC3)cc1C
  A: -9%; B: -0.3; C: 0.6; D: 0; E: -13%; F: 2; G: -8%; H: 4%; I: 3
SMILES: Cc1ccc(Nc2nc(N3CCOCC3)nc(N3CCOCC3)n2)cc1Cl
  A: 6%; B: -2.3; C: 0.5; D: 14; E: -31%; F: 17; G: 17%; H: -6%; I: -2
SMILES: Cc1nnc2ccc(N3CCN(c4ccccn4)CC3)nn12
  A: 1%; B: -0.2; C: -1.9; D: -4; E: -11%; F: -7; G: 5%; H: -3%; I: -1
SMILES: Nc1ccc(SCC(=O)Nc2cccc([N+](=O)[O-])c2)cc1
  A: -4%; B: 0.5; C: /; D: -1; E: 0%; F: /; G: 9%[57.1 µM]; H: 0%; I: 1

# Molecules shown so far that have two or more sulfur atoms:
# Assay codes – A = TrxR1 substrate; B = TRHR ag; C = D2 agonist; D = TRHR enhancer; E = USP1 inh; F = D2 antag; G = rTrxR1 inhibitor; H = mIDH1 inhibitor; I = PI4K2A inh
SMILES: CCn1c(SCC(=O)Nc2nc(C)c(C)s2)nnc1-c1cccs1
  A: 7%[11.4 µM]; B: -0.9; C: -0.3; D: -7; E: 1%; F: 14; G: 2%[11.4 µM]; H: -3%; I: 1
SMILES: COC(=O)C(CCSC)NC(=O)CNS(=O)(=O)c1ccc(Br)cc1 (stereo unspecified)
  A: 1%; B: -0.2; C: 0.0; D: 1; E: -5%; F: 16; G: 2%; H: 0%; I: 0
SMILES: CC(C#N)Sc1nnc(Nc2ccccc2)s1 (stereo unspecified)
  A: 0%; B: 0.3; C: -0.2; D: 24; E: -20%; F: 1; G: 19%; H: -5%; I: 1
SMILES: CCC1(C)Cc2c(sc3nc(SC)nc(N)c23)CO1 (stereo unspecified)
  A: -1%; B: 0.3; C: -0.3; D: -1; E: -13%; F: 10; G: 12%; H: 5%; I: 3
SMILES: Cc1noc(C)c1CSc1ncnc2sc3c(c12)CCC3
  A: /; B: 0.0; C: 0.2; D: -2; E: /; F: -21; G: /; H: /; I: /
